# M17LAP inhibition: P. falciparum M17LAP inhibitors, primary screen, biochemical, fluorogenic H-Leu-NHMec substrate, 1536-well (AID 1619); hit rate 0.38% among 220,000; one-dose inhibition, % at 30 µM; IC50 in µM for titrated hits; recombinant M17LAP, H-Leu-NHMec fluorogenic kinetic assay; higher % means a stronger effect;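 active = compound inhibiting the enzyme by more than half at any dose during confirmatory dose-response retesting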;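 also: plate controls were full reaction with DMSO carrier for no effect and no enzyme background for full effect; strong numbers were not always called active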
# LYP phosphatase: inhibitors of LYP phosphatase, biochemical, fluorescence intensity, uHTS (AID 1779); hit rate 0.054% among 290,000; recombinant LYP phosphatase, fluorescence intensity; higher % means a stronger effect; one-dose inhibition, % at 11.5 µM; IC50 in µM for titrated hits;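 also: plate controls were vehicle with enzyme for no effect and no enzyme for full effect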
# HEK293 NOD2/NF-kB: NOD2 signaling inhibitors, cell-based, luminescence, uHTS, HEK293 (AID 1566); HEK293 NOD2/NF-kB luciferase reporter, luminescence; higher % means a stronger effect; inhibition, % at 4 µM, or EC50 in µM where a hit was titrated; hit rate 0.63% among 290,000; also: many of its hits are not listed in these tables
# Siah-1 displacement: blockers of Siah-1 interaction with plectin peptide – biochemical, fluorescence polarization, rhodamine-plectin, uHTS, primary screen (AID 1817); Siah-1 / rhodamine-plectin peptide fluorescence polarization; higher % means a stronger effect; displacement, % at 20 µM; hits with a dose series show IC50 in µM; hit rate 0.02% among 290,000;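 active = displacement of at least 50% at 20 µM, with a fluorescence ratio check between 0.3 and a set limit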;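 also: plate controls were Siah plus tracer with DMSO for no effect and tracer alone without Siah for full effect; strong numbers were not always called active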
# ER stress rescue: protection against thapsigargin-triggered cell killing – 384-well, CSM14.1, ATP luminescence, primary screen (AID 1222); CSM14.1 thapsigargin-induced death rescue, ATP luminescence; higher % means a stronger effect; one-dose cellular ATP content (survival), % at 20 µM; EC50 in µM for titrated hits; 190,000 tested, under 10 active;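 active = EC50 below 50 µM in the dose-response confirmation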;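 also: death triggered by thapsigargin at about 15 µM added after 2 h compound pretreatment; cell ATP read after overnight thapsigargin exposure of roughly 18 to 22 hours; normalized against plate controls of thapsigargin alone and 5% DMSO vehicle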
# AID2073: inhibitors of Mint1-CaV2.2 protein interaction, biochemical, HTRF (AID 2073); inhibition, % at 20 µM; hits with a dose series show IC50 in µM; HTRF protein-protein interaction, Mint1-CaV2.2; higher % means a stronger effect; hit rate 0.19% among 290,000; in the data active = inhibition mostly above about 51%, no sharp cut-off; also: some results filed as inactive read as strong as hits
# XIAP antagonists: small molecules displacing peptide from XIAP – biochemical, IAP family, fluorescence polarization (AID 1018); hit rate 0.007% among 200,000; one-dose displacement, % at 20 µM; IC50 in µM for titrated hits; XIAP BIR domain, fluorescence polarization peptide displacement; higher % means a stronger effect; in the data active = displacement above about 50%; also: a part of the inactive calls stands beside numbers as strong as those of hits
# Lipid droplet: modulators of hepatic lipid droplet formation | inhibition, % at 6.5 µM | AML12 mouse hepatocytes, oleate lipid droplets, BODIPY imaging | AID 1656 | hit rate 0.4% among 240,000;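 active = lipid droplet intensity inhibited by at least 50%, with more than 500 cells counted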
#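 Assay system: AML12 mouse liver cells | Compound dosing: One dose, 6.5 µM compound | Read-out basis: Droplet intensity reduction, % inhibition | Measured by: Fluorescence imaging, 20x objective, two fields per well | Schedule: Overnight treatment with compound plus oleate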
# M1AAP inhibition: malaria alanyl aminopeptidase activity blockers – biochemical, fluorogenic H-Leu-NHMec substrate, 1536-well (AID 1445); inhibition, % at 30 µM, or IC50 in µM where a hit was titrated; recombinant M1AAP, H-Leu-NHMec fluorogenic kinetic assay; higher % means a stronger effect; hit rate 0.42% among 220,000;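 active = primary inhibition above the hit cutoff, then over 50% inhibition at one or more dose response concentrations, cut at about 23% in these data, passing the limit was not always enough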;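 also: plate controls were DMSO full reaction for no effect and no enzyme background for full effect; strong numbers were not always called active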
# Lipid droplet cells 6.5 µM: recorded beside Lipid droplet, whose call it bears; cell count; measured here: cell count, cytotoxicity flag;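 cells counted across two imaged fields per well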
# Numbers without * were called inactive; . = no result given. Rule as the data show it, unless noted: active = inhibition above about 50%; inactive = the rest. These rows are one share of the data; rates above refer to the full screens.
# Every second line gives: M17LAP inhibition | LYP phosphatase | HEK293 NOD2/NF-kB | Siah-1 displacement | ER stress rescue | AID2073 | XIAP antagonists | Lipid droplet | Lipid droplet cells 6.5 µM | M1AAP inhibition
1: Cc1[nH]c(=O)[nH]c(=O)c1S(=O)(=O)NCC12CC3CC(CC(C3)C1)C2
→ 2% | -10% | 13% | 0% | -0.8% | 8% | -2.5% | 10 | 730 | 4%
2: O=C(CNC(=O)C1COc2ccccc2O1)N/N=C/c1ccc(O)cc1O (stereo unspecified)
→ -122% | -7% | 8% | 4% | 0.0% | -1% | -4.9% | 20 | 661 | 17%
3: Cc1c(C)n(C)c2ccc(C(=O)NCCCN3CCCCC3)cc12
→ . | -16% | 6% | -3% | . | 7% | . | -23 | 757 | .
4: Cc1sccc1/C=N/NC(=O)c1cccc2ccccc12
→ 3% | -1% | -2% | 7% | -0.2% | -3% | -6.8% | 10 | 601 | 5%
5: CC(=O)c1ccc(NC(=O)/C=C/c2ccc(C)cc2)cc1
→ -12% | -3% | -7% | 1% | -0.8% | 8% | -0.4% | 25 | 588 | 1%
6: CCc1[nH]nc(C(=O)N2CCCC(N3CCN(c4ccccc4C)CC3)C2)c1C (stereo unspecified)
→ . | -10% | -9% | 13% | . | 1% | . | -1 | 871 | .
7: CCOC(=O)CC(=O)CSc1nc2sc(C)cc2c(=O)n1Cc1ccco1
→ 20% | 3% | 16% | 0% | -1.9% | -11% | -1.1% | 26 | 759 | 5%
8: CCc1ccc(N2C(=O)C3ON(c4ccccc4)C(c4ccco4)C3C2=O)cc1 (stereo unspecified)
→ -1% | 0% | 14% | -4% | 1.9% | 12% | -4.4% | . | . | 6%
9: COCCOC(=O)c1c(NC(=O)CSc2cccc[n+]2[O-])sc(C(N)=O)c1C
→ 0% | -2% | 21% | 10% | 0.4% | 12% | -5.8% | 3 | 643 | 1%
10: CCOC(=O)CSc1nc(C)cc(C)c1C(N)=O
→ -4% | -8% | 14% | 8% | -0.5% | 8% | -1.1% | 2 | 744 | 0%
11: O=C1c2ccccc2C2=Nc3ccccc3SC(c3ccc(Cl)cc3)C12 (stereo unspecified)
→ -6% | 6% | -6% | 5% | 1.1% | -4% | -2.4% | 49 | 607 | 9%
12: CCOc1cc(C2CC(=O)c3c(ccc4ccccc34)N2)ccc1O (stereo unspecified)
→ -8% | -6% | 5% | 0% | -0.9% | -3% | 0.5% | . | . | 0%
13: Cc1ccc(CNS(=O)(=O)c2c(C(=O)N3CCCCC3)c(C)n(C)c2C)o1
→ . | -8% | -8% | 6% | . | 9% | . | -21 | 760 | .
14: O=C(NC(=S)N1CCCCCC1)C1CC1
→ 18% | -5% | -1% | -4% | -0.7% | 5% | -7.2% | 2 | 659 | 0%
15: O=C1CCc2cc(S(=O)(=O)NC(C(=O)NCc3cccnc3)c3ccccc3)ccc2N1 (stereo unspecified)
→ 0% | -4% | -4% | 6% | 1.0% | -1% | -2.4% | . | . | 3%
16: COc1ccc(CCC(=O)OCC(=O)Nc2ccc(OC)c(OC)c2)cc1OC
→ . | -12% | -2% | 1% | . | 4% | . | 1 | 833 | .
17: CC(C)CN1C(=O)c2ccc(C(=O)NCc3ccccn3)cc2C1=O
→ . | -10% | 18% | 0% | . | 15% | . | 1 | 803 | .
18: O=C(c1cccc(Cl)c1)N1CCn2c1nc1ccccc12
→ 6% | -6% | -6% | -2% | 0.3% | 1% | -4.3% | -8 | 682 | -1%
19: CC(=O)O[C@]1(C(C)=O)CC[C@H]2[C@@H]3C[C@H](C)C4=CC(=O)CC[C@]4(C)[C@H]3CC[C@@]21C
→ 0% | -4% | 1% | -3% | -1.6% | 2% | -11% | -44 | 684 | 10%
20: O=C(N/N=C/c1cccc2ccccc12)C(=O)N1CCCC1
→ . | -5% | 12% | 10% | . | 10% | . | -4 | 824 | .
21: O=C(Cn1ncc(N2CCOCC2)c(Br)c1=O)c1ccc(Cl)cc1
→ -2% | -8% | -7% | -3% | -1.6% | -2% | -8.5% | -5 | 656 | 1%
22: CCOc1cc(NC(=S)NCc2ccco2)c(OCC)cc1NC(=O)C1CC1
→ 1% | 8% | 10% | 12% | 0.7% | 36% | -2.8% | 9 | 520 | 2%
23: CC(C)(C)NC(=O)CSc1nnc(SCC(=O)NC(C)(C)C)s1
→ -4% | -7% | 3% | 4% | -1.4% | 2% | -3.0% | 2 | 705 | 1%
24: Cn1c(=O)c2c(nc(N3CCCCC3)n2CCCNC2=NCCCC2)n(C)c1=O
→ 6% | 3% | -2% | 4% | . | 0% | 0.6% | 1 | 698 | 2%
25: Cc1nnc(N/N=C\c2ccc(-c3cccc(C(=O)O)c3)o2)n1N
→ 45% | -5% | 15% | 2% | 0.0% | 11% | -6.5% | 21 | 653 | 12%
26: O=C(O)CCCC(=O)N1N=C(c2c(-c3ccccc3)c3cc(Cl)ccc3[nH]c2=O)CC1c1cccs1 (stereo unspecified)
→ 36% | 1% | -4% | 0% | -0.4% | -1% | -24% | -1 | 711 | 20µM*
27: Cc1ccc(C(=O)N2CCSC2=S)cc1
→ 9% | -6% | 2% | 5% | -1.8% | -3% | -2.5% | 9 | 656 | 10%
28: Cc1c(Cl)cccc1-n1ccnc1SCC(=O)O
→ 7% | 0% | 8% | 1% | -2.4% | -2% | -3.7% | . | . | 12%
29: Cn1c(C(=O)N[C@@H](C(=O)O)c2ccccc2)cc2cc(Cl)ccc21
→ . | -3% | 9% | 2% | . | 5% | . | . | . | .
30: Cc1cccc(Cn2cnc3c(nnn3Cc3ccccc3F)c2=O)c1
→ -6% | -9% | 2% | 2% | -0.4% | 1% | -2.7% | . | . | -6%

# Entries of single compounds as entered above. Order of screens: M17LAP inhibition | LYP phosphatase | HEK293 NOD2/NF-kB | Siah-1 displacement | ER stress rescue | AID2073 | XIAP antagonists | Lipid droplet | Lipid droplet cells 6.5 µM | M1AAP inhibition
# COCCOC(=O)c1c(NC(=O)CSc2cccc[n+]2[O-])sc(C(N)=O)c1C is listed with 0% | -2% | 21% | 10% | 0.4% | 12% | -5.8% | 3 | 643 | 1%
# Cn1c(C(=O)N[C@@H](C(=O)O)c2ccccc2)cc2cc(Cl)ccc21 is listed with . | -3% | 9% | 2% | . | 5% | . | . | . | .
# O=C(c1cccc(Cl)c1)N1CCn2c1nc1ccccc12 is listed with 6% | -6% | -6% | -2% | 0.3% | 1% | -4.3% | -8 | 682 | -1%

# Continued:
# Every second line gives: M17LAP inhibition | LYP phosphatase | HEK293 NOD2/NF-kB | Siah-1 displacement | ER stress rescue | AID2073 | XIAP antagonists | Lipid droplet | Lipid droplet cells 6.5 µM | M1AAP inhibition
31: O=C1CCCc2c1cc(C(=O)NCc1ccco1)c(=O)n2-c1ccc(Cl)cc1
→ 18% | 5% | 10% | -1% | . | 5% | -23% | 0 | 647 | 10%
32: O=C(OC1CCOC1=O)c1cc(Cl)ccc1[N+](=O)[O-] (stereo unspecified)
→ . | -5% | 11% | -1% | . | 0% | . | 18 | 821 | .
33: Cc1ccsc1C(=O)OCC(=O)N1CCN(C(=O)c2ccco2)CC1
→ -4% | -6% | 8% | 4% | -0.7% | -2% | -6.7% | -14 | 669 | 1%
34: O=C(NC1CCN(S(=O)(=O)c2ccccc2F)CC1)c1cccnc1
→ . | -6% | 8% | 9% | . | -1% | . | 3 | 742 | .
35: O=C(Cn1cnc2ccccc21)Nc1ccc(C(=O)O)cc1
→ -3% | -13% | 3% | -2% | -1.4% | 15% | -6.9% | 6 | 769 | 0%
36: O=C(c1cccnc1)N1C2C=CC(C2)C1(C(F)(F)F)C(F)(F)F (stereo unspecified)
→ -14% | -8% | 11% | -1% | -1.8% | 7% | -2.6% | 2 | 776 | 15%
37: C=CCOc1cccc(C(=O)NC(c2ccccc2)C(C)C)c1 (stereo unspecified)
→ 3% | 1% | -4% | -2% | 0.4% | 6% | -5.0% | 0 | 714 | 9%
38: CC(C)c1ccc(NC(=O)COC(=O)C2=COCCO2)cc1
→ 23% | -6% | 9% | -7% | 2.3% | -1% | -4.7% | 3 | 814 | 2%
39: Nc1n[nH]c(-c2ccc(Br)cc2)c1Cl
→ 9% | -5% | 7% | -1% | 2.2% | 8% | -6.1% | . | . | 14%
40: CCOC(=O)c1ccc2nc(C(F)(F)F)[nH]c(=O)c2c1
→ -2% | -6% | 16% | 0% | 1.3% | -9% | 3.6% | . | . | 0%
41: CC1CCCN(C(=O)c2ccc(CNc3c(N4CCCCC4)c(=O)c3=O)cc2)C1 (stereo unspecified)
→ 12% | -3% | -11% | -4% | -0.7% | -7% | -2.2% | . | . | 0%
42: COc1ccc(/C(C)=C(\C#N)C(=O)OC(C)C)cc1OC
→ 0% | -8% | 7% | 0% | -1.8% | -3% | -0.1% | -6 | 722 | 4%
43: Nc1nc2c(F)cccc2s1
→ 5% | -4% | -2% | 0% | 3.0% | -8% | -6.3% | -5 | 671 | -3%
44: CCOC(=O)c1ccccc1N1C(=O)C2Sc3[nH]c(=O)sc3C(/C=C/c3ccccc3)C2C1=O (stereo unspecified)
→ -28% | -8% | 11% | 3% | 0.5% | 9% | 2.7% | -8 | 524 | 10%
45: CCn1c(C)nnc1SCC(=O)Nc1cccc(Cl)c1
→ . | -3% | 5% | 2% | . | 2% | . | 0 | 843 | .
46: CNC(=O)NC(=O)COC(=O)CCCOc1ccc(OC)cc1
→ -3% | -4% | -8% | 2% | -1.5% | -2% | -0.2% | . | . | 7%

# Retrieved by compound from the entries so far:
# Every second line gives: M17LAP inhibition | LYP phosphatase | HEK293 NOD2/NF-kB | Siah-1 displacement | ER stress rescue | AID2073 | XIAP antagonists | Lipid droplet | Lipid droplet cells 6.5 µM | M1AAP inhibition
39: Nc1n[nH]c(-c2ccc(Br)cc2)c1Cl
→ 9% | -5% | 7% | -1% | 2.2% | 8% | -6.1% | . | . | 14%
44: CCOC(=O)c1ccccc1N1C(=O)C2Sc3[nH]c(=O)sc3C(/C=C/c3ccccc3)C2C1=O (stereo unspecified)
→ -28% | -8% | 11% | 3% | 0.5% | 9% | 2.7% | -8 | 524 | 10%

# Compound activity from PubChem.
